# GSK3A inh = human GSK-3 alpha kinase inhibition | inhibition, % at 10 µM | P49840 | 0.1% of 320,000 active | ADP-Glo luminescence, 60 min;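 in the data active means inhibition above about 50%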;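 further: GST-tagged GSK-3 alpha with peptide substrate and 25 µM ATP; 0% = DMSO neutral wells and 100% = GW8510 positive control wells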
# HSF1 inhib = HSF1 inhibition | NIH3T3-HGL HSE-luciferase, MG132-induced, luminescence 8 h; hits give low values | activity change, negative = inhibition, % at 7.5 µM (by protocol) | 0.77% of 300,000 active;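 active means more than half of replicate wells show activity change below -50%, luminescence cut by over half; inconclusive means some wells, but at most half, below -50%; inactive means no replicate well below -50%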;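 further: luciferase reports HSF-1 transcriptional activity via heat shock element; 0% = median of DMSO wells and -100% = zero luminescence signal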
# HDAC3 inh = inhibitors of human histone deacetylase 3. O15379. recombinant HDAC3, fluorogenic peptide/trypsin coupled, fluorescence. inhibition, % at 8.3 µM. 0.15% of 320,000 active. AID 2718; in the data active means inhibition above about 26%, passing the limit was not always enough; inconclusive means no clear call, values can overlap the other calls
# Target sequence (O15379 whole entry, looked up): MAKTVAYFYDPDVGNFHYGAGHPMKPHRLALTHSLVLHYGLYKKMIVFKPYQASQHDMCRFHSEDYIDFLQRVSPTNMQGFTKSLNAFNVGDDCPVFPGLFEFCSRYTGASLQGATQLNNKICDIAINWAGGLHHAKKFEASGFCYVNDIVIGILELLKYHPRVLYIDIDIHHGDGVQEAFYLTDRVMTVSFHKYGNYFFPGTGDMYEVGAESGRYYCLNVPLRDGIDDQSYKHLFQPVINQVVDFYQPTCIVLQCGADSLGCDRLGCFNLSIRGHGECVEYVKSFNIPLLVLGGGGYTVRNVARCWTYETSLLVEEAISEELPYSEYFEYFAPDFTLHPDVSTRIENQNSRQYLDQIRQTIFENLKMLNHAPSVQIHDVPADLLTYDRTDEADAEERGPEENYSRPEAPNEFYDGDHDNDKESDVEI
# GSK3beta inhib = human GSK3beta kinase inhibition. GST-GSK3beta kinase, ADP-Glo luminescence, 60 min; hits give low values. activity score (negative = inhibition), % at 10 µM. P49841. 0.038% of 300,000 active;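 active means more than half of replicate wells score below -50%, meaning over 50% inhibition versus plate controls; inconclusive means some replicates but at most half score below -50%; inactive means no replicate scores below -50%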;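 further: 0% = median DMSO wells and -100% = median GW8510 positive control wells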
# Target sequence (P49841 whole entry, looked up): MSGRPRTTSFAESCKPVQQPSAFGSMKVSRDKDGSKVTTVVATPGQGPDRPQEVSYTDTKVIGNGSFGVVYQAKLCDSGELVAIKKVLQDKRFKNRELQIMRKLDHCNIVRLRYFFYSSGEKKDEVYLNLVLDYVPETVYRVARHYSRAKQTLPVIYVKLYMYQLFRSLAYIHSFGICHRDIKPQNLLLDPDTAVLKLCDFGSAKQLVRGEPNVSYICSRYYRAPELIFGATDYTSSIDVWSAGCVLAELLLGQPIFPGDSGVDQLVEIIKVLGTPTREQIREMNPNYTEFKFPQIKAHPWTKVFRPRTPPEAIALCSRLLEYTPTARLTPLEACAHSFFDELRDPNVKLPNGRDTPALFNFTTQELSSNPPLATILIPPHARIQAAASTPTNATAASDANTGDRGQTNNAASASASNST
#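 Test system: GST-fused GSK3beta enzyme, cell-free | Quantity: 1.6 ng GST-GSK3beta enzyme per well | Reagent: 25 µM ATP with peptide substrate | Schedule: 60 min enzyme reaction, room temperature | Signal: Luminescent ADP-Glo measurement of ADP formed | Read-out basis: Score relative to plate controls | Control set: DMSO and 20 µM GW8510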
# HSF-1 act = increases HSF-1 driven luciferase reporter signal. NIH3T3-HGL HSF-1 luciferase reporter, MG132, 8 h; 100% = twice DMSO control signal. activation, % at 9 µM. 1.7% of 300,000 active. AID 504408;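 active means mean replicate activation of at least 50% with a set share of replicates each reaching 50%; inconclusive means only one of those two conditions met; inactive means mean below 50% and too few replicates reaching it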;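 further: 0% = median of the neutral control wells and 100% = twice that signal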
# HSP90 refold inh = inhibitors of HSP90 luciferase refolding in rabbit reticulocyte lysate; AID 1789; 0.91% of 290,000 active; luciferase refolding luminescence, 3 h; inhibition, % at 5.6 µM;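 active means inhibition above the screen-wide mean plus 3 SD, computed separately per campaign, cut at about 16% in these data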;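 further: 0% = DMSO wells and 100% = 60 µM geldanamycin wells; inhibitors lower the luminescence because luciferase stays unfolded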
# PolyA inh = yeast polyadenylation inhibition | S. cerevisiae SKY197-pL101 polyadenylation reporter, beta-gal luminescence; efflux-impaired pdr1/pdr3 knockout yeast; score 100 = 6 SD above DMSO | calls only at 12 µM | AID 1875 | 0.02% of 300,000 active;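 active means lowest replicate activity score at least 50, where 100 means six control SD above control mean; inconclusive means lowest score under 50 but half or more replicates reach 50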;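 further: yeast exposed to compound for 9 h at 30 °C; higher score means more reporter readthrough which indicates perturbed polyadenylation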
# AI-2 QS mod = modulators of Vibrio harveyi AI-2 quorum sensing system; Vibrio harveyi JMH597 AI-2 luminescence/OD600 ratio, 9 h; hits give low values; strain lacks LuxN and CqsS sensors; 0 = neutral-control median; activity change, % at 7.5 µM; 0.4% of 300,000 active; AID 2094; in the data active means activity change below about -75%, passing the limit was not always enough; inconclusive means no clear call, values can overlap the other calls;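 further: luminescence divided by OD600 gain over 9 h not by final OD600 alone; inactives centre near 13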
# Dyrk1A ADPGlo = blocks rat Dyrk1A kinase activity; AID 504441; ADP-Glo luminescence, NFATc1 peptide; inhibition, % at 12.5 µM; 0.43% of 310,000 active; Q63470; in the data active means inhibition above about 50%;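 further: plate controls were vehicle with enzyme for no effect and no enzyme for full effect; many of its hits are not listed in these tables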
# Platelet DG rel = modulates dense granule release in human platelets | human platelet-rich plasma, SFLLRN dense granule ATP release, luminescence | inhibition, %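 (compounds screened at 7.5 µM in platelet-rich plasma)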 | 0.22% of 300,000 active | AID 1663;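 active means mean replicate score, as percent of positive control, at or above 50; inconclusive means mean below 50 but at least one replicate at or above 50; inactive means mean and every replicate below 50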
# An asterisk follows results filed as active; i = inactive; ? = inconclusive; nt = no result given. An excerpt; count on the stated rates, not on these rows.
# Each structure is followed by: Dyrk1A ADPGlo	PolyA inh	HSF1 inhib	HDAC3 inh	GSK3A inh	HSF-1 act	Platelet DG rel	HSP90 refold inh	GSK3beta inhib	AI-2 QS mod
1. Cc1cccc(-n2c(O)c(C=Nc3c(C)n(C)n(-c4ccccc4)c3=O)c3ccccc3c2=O)n1
    0.9	i	-5.5	2.4	1.2	-8.6	1.0	1.1	2.0	30.1
2. O=C(Nc1ccc(Br)cc1Cl)N1CCOCC1
    1.7	i	8.7	-1.4	-1.1	15.2	1.8	-3.9	1.0	27.3
3. O=C(O)CCCNC(=O)/C(=C\c1ccccc1F)NC(=O)c1ccccc1
    0.6	i	0.0	0.0	-1.3	8.1	-3.3	-4.6	0.0	13.7
4. CCN(C(=O)c1cnc(OC)cc1C(F)(F)F)c1ccc(Cl)cc1
    4.0	i	-0.2	4.2	-1.5	21.0	6.6	2.9	1.2	17.5
5. Cc1ccc(S(=O)(=O)N2CCN(C(=O)COC(=O)Cc3cccc(C(F)(F)F)c3)CC2)c(C)c1
    -4.3	i	0.2	?	-2.5	-7.1	7.9	nt	1.1	14.4
6. O=C(COc1cccc(F)c1)NNC(=O)c1cccc(-n2cccc2)c1
    7.9	i	-12.7	6.4	0.3	-3.1	11.6	nt	-1.5	4.6
7. Cc1cc(C)c(S(=O)(=O)N2CCCCC2CCNC(=O)C(=O)NCc2cccnc2)c(C)c1 (stereo not drawn)
    nt	i	2.8	-2.8	-1.6	13.2	-2.1	nt	5.4	22.9
8. O=C(CSc1nc(=O)n2ccccc2n1)N1CCN(c2ccccc2)CC1
    5.0	i	-2.8	1.5	6.5	14.5	-30.1	nt	-1.1	37.6
9. O=c1c2c3c(sc2nc2n1CCC2)CCCCC3
    4.1	i	5.6	1.3	-2.9	6.6	-4.0	-3.0	-2.4	19.8
10. NC(=O)C1(N2CCCCC2)CCN(C(=O)Nc2ccccc2C(F)(F)F)CC1
    nt	i	-2.2	-1.0	-0.1	13.0	53.5*	-2.2	-2.4	4.2
11. Clc1ccc(-n2ncc3c(NCc4cccs4)ncnc32)cc1
    3.2	i	21.8	5.6	-2.2	56.7*	4.2	2.3	0.2	10.1
12. Nc1ccc(Sc2ccccc2)nc1
    8.5	i	-1.7	-1.0	-1.5	2.2	0.8	nt	-2.3	48.9
13. CC1CCN(C(=S)NC2CCCCC2)CC1
    -1.5	i	1.5	1.0	2.6	20.5	2.8	2.7	-0.7	15.1
14. COc1ccccc1NC(=O)C1C2CCCCC21 (stereo not drawn)
    -4.0	i	-4.9	-3.6	0.0	0.2	2.6	0.7	0.6	20.4
15. C=CCn1c(=S)[nH]c2cc(C(=O)Nc3ccc(F)cc3)ccc2c1=O
    1.6	i	-2.4	-0.9	-1.1	7.1	0.2	-0.5	nt	nt
16. O=C(c1ccc2c(=O)n(CCc3ccccc3)c(=O)[nH]c2c1)N1CCN(c2ccccc2)CC1
    -7.9	i	4.9	-7.3	-1.0	18.1	-0.5	-1.2	2.3	23.3
17. Cc1c(C(=O)/C=C/N(C)C)nnn1-c1ccc(Cl)cc1Cl
    nt	i	-9.7	5.6	-1.6	-1.9	-1.7	5.6	-0.2	37.1
18. Cc1c(C)c2ccc(OCC(=O)N3CCN(c4cccc(Cl)c4)CC3)cc2oc1=O
    1.3	i	5.7	6.0	-3.4	20.0	4.7	0.4	1.4	0.3
19. COc1cccc(C(=O)N/N=C/c2ccc(OC3CSC3)cc2)c1
    -7.2	i	-2.0	6.6	-0.1	12.7	-21.8	-2.2	4.6	3.7
20. O=C(c1ccncc1)c1ccc([N+](=O)[O-])cc1
    0.1	i	-3.9	-1.9	-3.5	2.6	20.0	1.8	-6.9	19.0
21. CCCOc1ccc(C(=O)CCNc2cccc(Cl)c2)cc1
    -1.8	i	-2.2	1.9	-4.7	1.7	1.0	-2.9	0.6	22.2
22. CCc1ccc(OCCNC(=O)c2ccccc2SCc2ccc(F)cc2)cc1
    0.4	i	9.5	?	-1.1	28.4	9.0	6.3	-1.7	4.2
23. COc1cc2nc(CC(C)C)n(NC(=O)c3ccccc3)c(=O)c2cc1OC
    -2.9	i	-4.9	7.9	-1.6	-19.7	15.5	-1.5	-12.6	2.9
24. COc1cc(OC)c(/C=N/NC(=O)c2ccc([N+](=O)[O-])cc2)cc1Br
    4.1	i	-1.1	5.3	-1.2	-13.2	-5.2	-2.1	-2.6	8.3
25. Cc1cc(CN(C)C(=O)c2cc(COc3ccc(C)c(C)c3)on2)n[nH]1
    0.0	i	16.7	-2.6	-1.3	15.8	12.3	-1.5	4.3	-90.7*
26. CCN(CC)CCCn1c(=S)[nH]c2cc(OC)c(OC)cc2c1=O
    11.3	i	-0.8	0.6	-0.8	14.0	7.8	5.8	-1.7	13.3
27. CN(c1ccc(F)cc1)S(=O)(=O)c1ccc(Cl)c(C(=O)Nc2ccc3c(c2)CCC3)c1
    2.6	i	9.1	0.9	-4.9	25.6	6.1	-1.7	-0.7	36.6
28. CCOC(=O)Cn1c(=NC(=O)C2CC2)sc2c(C)cc(C)cc21
    -7.7	i	0.7	nt	2.6	4.1	2.2	4.7	-1.9	0.0
29. Cc1cccc(NC(=O)CSc2n[nH]c(-c3cccnc3)n2)c1
    0.6	i	-9.0	-1.4	-1.7	-1.1	2.3	-0.8	0.5	-43.0
30. CCOC(=O)c1c(C)oc2ccc(OS(C)(=O)=O)cc12
    nt	i	13.8	3.9	4.8	32.4	0.0	5.1	-1.0	8.1
31. O=C(Nc1ccc(-n2nncc2-c2ccco2)cc1)c1cccc(F)c1
    -1.1	i	-2.2	-2.8	-2.7	15.0	4.1	3.3	1.8	2.7
32. CSc1nc(C(=O)N2CCc3c([nH]c4ccccc34)C2c2ccccn2)cs1 (stereo not drawn)
    -3.4	i	-3.2	2.1	0.3	-2.7	-4.5	4.0	0.4	24.2
33. Cc1ccc(-n2c(-c3ccncc3)nnc2-c2ccco2)cc1
    2.4	i	-2.0	-0.9	11.4	29.8	9.3	-0.6	-1.2	12.1
34. Cc1c(C(=O)O)oc2ccc(S(=O)(=O)NCc3ccc4c(c3)OCO4)cc12
    9.3	i	-0.2	4.1	0.6	8.3	6.1	-2.1	0.9	25.9
35. COc1ccc(-c2nnc(-c3ccc(N)cc3)o2)cc1
    -4.0	i	14.5	-14.6	-1.0	27.4	10.6	-2.4	1.4	-3.9
36. CCCNc1cc(=O)n(C)c(=O)n1C
    5.8	i	-29.6	4.3	0.4	-40.7	-0.8	-0.3	-2.7	13.5
37. CCC(NC(=O)C1(C)CC1(Br)Br)c1ccc(C)cc1 (stereo not drawn)
    -5.3	i	-2.7	-4.4	-1.0	1.3	16.6	-0.9	-1.7	11.2
38. O=C(NCC(=O)N1CCC(N2CCCCC2)CC1)C1CCCCC1
    5.1	i	-18.2	2.6	0.5	6.4	2.5	-1.2	-2.8	19.8
39. COc1ccc(NC(=O)CC2C(=O)N(c3ccccc3)C(=O)N2Cc2ccco2)cc1 (stereo not drawn)
    -5.5	i	-4.7	1.8	-0.8	-11.0	33.5	-1.4	4.1	13.1
40. O=C(NCC(c1ccco1)N1CCc2ccccc21)c1ccccc1 (stereo not drawn)
    -4.9	i	16.5	5.0	-5.6	24.1	0.1	nt	0.3	10.0
41. CCOc1cc(/C=C/c2nc3cc(C)c(C)cc3s2)ccc1OCC(=O)N1CCOCC1
    4.4	i	13.2	nt	-2.5	29.1	-4.2	1.1	1.3	11.9
42. COCCNC(=O)c1ccc2c(c1)nc(C)n2-c1cc(OC)c(OC)c(OC)c1
    -1.1	i	-0.2	-6.3	-1.6	8.5	22.9	-2.5	-0.6	12.7
43. COC(=O)c1sccc1NC(=O)Nc1ccccc1Cl
    12.8	nt	nt	7.0	nt	nt	nt	2.2	-1.7	33.6
44. Cc1nn(C)cc1S(=O)(=O)Nc1ccc(F)c(F)c1
    -5.1	i	-6.1	4.3	-0.3	0.9	0.9	1.3	-3.3	11.1
45. CCN(CC)C1CCS(=O)(=O)C1 (stereo not drawn)
    -0.3	i	-5.0	nt	-1.5	22.8	1.4	4.2	1.7	12.6
46. Cc1ccsc1C1NC(=O)c2c(sc3c2CCCC3)N1 (stereo not drawn)
    -9.2	i	19.5	2.8	5.1	36.2	2.8	-0.7	-0.6	-8.2
47. CCOC(=O)c1cccc(NC(=O)CSc2nc3ccccc3c(=O)n2CC)c1
    -6.6	i	0.1	2.1	1.5	-3.7	-1.5	2.6	1.0	15.7
48. CC1=Nn2c(nnc2-c2ccccc2)SC1
    4.4	i	-6.6	-0.3	2.0	-3.8	36.6	-1.0	1.0	33.3
49. COc1ccc(OC)c(NC(=O)N2CCCC(CNS(=O)(=O)c3cccs3)C2)c1 (stereo not drawn)
    -3.8	i	-4.3	5.6	-2.2	-2.2	-0.2	-1.9	-2.7	18.0
50. CCCn1nc(C(=O)NNC(=O)Cc2ccc(S(=O)(=O)N3CCOCC3)s2)c2ccccc2c1=O
    15.8	i	8.1	0.2	-0.8	14.9	-10.1	nt	0.4	13.3
51. COc1ccccc1C(=O)N1C(CC(=O)Nc2ccccc2C)C(=O)NC2CCCCC21 (stereo not drawn)
    -6.2	i	2.2	0.8	-0.1	8.9	3.8	-4.6	-2.9	6.5
52. COc1ccccc1NCC(=O)NNCC(=O)Nc1ccc(F)c(Cl)c1
    0.3	i	3.9	1.3	-1.4	25.4	-6.1	-3.9	-2.8	-6.5
53. COc1cc(/C=N/NC(=O)c2ccc3c(c2)OCCO3)cc(Br)c1O
    4.6	i	-22.9	nt	nt	-32.1	1.3	-4.1	5.0	21.2
54. COc1ccc(OC)c(/C=N/NC(=O)CSc2nnc(C)n2-c2ccccc2)c1
    -4.3	i	2.4	nt	nt	-11.5	7.1	-3.1	-0.6	19.8
55. Cc1cc(OCC(=O)NCCCn2ccnc2)c2c(C)cc(=O)oc2c1
    12.2	i	-4.0	-31.0	0.6	-11.3	-3.5	-4.2	1.4	18.6
56. CCCCS(=O)(=O)Nc1ccc(Cc2ccncc2)cc1
    -4.4	i	2.1	2.4	-2.4	8.4	-4.0	-3.1	-2.6	22.4
57. COc1ccccc1CN1CC(C(=O)NC2(c3ccccc3)CC2)CCC1=O (stereo not drawn)
    -3.8	i	-7.0	0.3	-1.4	6.4	5.5	-2.1	0.3	39.7
58. O=C(NN=C1CCCC1)c1cc(Br)ccc1O
    -2.6	i	-6.8	0.4	-0.5	-12.3	-7.9	-0.1	2.3	9.1

# Screening data deposited in PubChem BioAssay by several laboratories.
